hcDAF12 agonist – activators of H. contortus DAF-12 nuclear receptor; HEK293 hcDAF-12 lit1-tk-luc reporter, luminescence; 0% DMSO, 100% Δ7-dafachronic acid; 1.4% of 370,000 active; activation, % at 6.8 µM;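 active = activation above the mean of all tested compounds plus 3 SD, cut at about 5.5% in these data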;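 also: 100% = response to 3 µM Δ7-dafachronic acid high control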
ADAM17 inh – ADAM17 inhibition, QFRET primary screen. 0.83% of 370,000 active. recombinant ADAM17, EDANS/DABCYL FRET peptide cleavage. inhibition, % at 6.95 µM;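 active = inhibition above the mean of compounds lying between control limits plus 3 SD, set per campaign, cut at about 8.5% in these data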;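 also: 0% = DMSO-only wells as the low control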
Target sequence (P78536 215-824 limits assumed): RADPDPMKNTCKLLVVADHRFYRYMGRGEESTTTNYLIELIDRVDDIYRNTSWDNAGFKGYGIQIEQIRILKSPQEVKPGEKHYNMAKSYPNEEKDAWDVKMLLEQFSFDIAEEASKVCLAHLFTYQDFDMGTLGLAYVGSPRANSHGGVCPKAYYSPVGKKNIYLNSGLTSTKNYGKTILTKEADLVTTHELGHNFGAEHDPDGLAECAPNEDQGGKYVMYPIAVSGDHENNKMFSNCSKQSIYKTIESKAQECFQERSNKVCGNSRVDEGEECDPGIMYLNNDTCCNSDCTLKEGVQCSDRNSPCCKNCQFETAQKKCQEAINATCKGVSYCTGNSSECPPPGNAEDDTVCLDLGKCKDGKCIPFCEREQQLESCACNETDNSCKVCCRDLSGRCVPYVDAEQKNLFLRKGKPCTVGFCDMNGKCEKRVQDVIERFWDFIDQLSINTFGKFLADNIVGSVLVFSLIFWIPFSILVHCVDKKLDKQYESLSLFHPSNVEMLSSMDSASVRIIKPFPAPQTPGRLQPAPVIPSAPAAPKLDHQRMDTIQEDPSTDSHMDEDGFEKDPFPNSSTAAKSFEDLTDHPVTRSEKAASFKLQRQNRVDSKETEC
FXN GAA850 act – frataxin GAA850 promoter activation. HEK293 lucGAA850 FXN promoter luciferase reporter, 24 h; percent of 10 µM SAHA response. activation, % at 6 µM. 0.56% of 360,000 active. AID 540364;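 active = activation above the average of all compounds screened plus 3 SD, cutoff fixed separately per campaign, cut at about 7.5% in these data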;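 also: 0% = DMSO wells and 100% = 10 µM SAHA wells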
ADAM10 inh – inhibitors of human ADAM10. AID 720582. recombinant ADAM10, EDANS/DABCYL FRET peptide cleavage, 3 h. inhibition, % at 7 µM. 0.62% of 370,000 active. O14672;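 active = inhibition above a per-campaign cutoff equal to the mean of compounds falling between control-based bounds plus 3 SD, cut at about 20% in these data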;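 also: 0% = DMSO wells while the 100% control is not disclosed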
DAX1 inh-1 – blocks DAX1 repression of SF-1 activated StAR promoter | HEK293T StAR-luciferase reporter, SF-1/DAX-1 repression relief | 1.1% of 370,000 active | inhibition, % at 6.8 µM | AID 652010;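 active = inhibition above the mean over all tested compounds plus 3 SD, cut at about 3.6% in these data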;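 also: 0% = DAX-1 cells with DMSO and 100% = cells lacking DAX-1 with DMSO; higher inhibition means more luminescence from relief of DAX-1 repression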
PG9 binder – PG9 antibody binding by small molecule; TR-FRET gp120-PG9 antibody binding; inhibition, % at 6.7 µM; 0.43% of 360,000 active; AID 624416; in the data active = inhibition above about 8.5%
NPR1 activator – GC-A (human) enzyme activation. P16066. HEK293 GC-A cells, cGMP TR-FRET, EC30 ANP; 0% at EC30 ANP, 100% saturating ANP. activation, % at 10 µM. 0.14% of 370,000 active. AID 1671463; in the data active = activation above about 40%
ssDAF-12 act – activators of S. stercoralis DAF-12 nuclear receptor; activation, % at 6.8 µM; HEK293 ssDAF-12/GRIP1 lit1-tk-luc reporter, luminescence; % of 3 µM dafachronic acid response; 1% of 370,000 active; AID 652126;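 active = activation above the mean over all tested compounds plus 3 SD, cut at about 0.9% in these data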;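 also: 0% = DMSO-only wells and 100% = 3 µM delta7-dafachronic acid wells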
hgDAF-12 ag – agonists of H. glycines DAF-12 nuclear receptor | 1.8% of 370,000 active | AID 687014 | HEK293 GAL4-hgDAF12 UAS-luciferase reporter, agonist luminescence; normalized to butyrate control | activation, % at 6.8 µM;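 active = activation above a cutoff set at the mean of all screened compounds plus 3 SD, cut at about 10% in these data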;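 also: 0% = DMSO wells and 100% = sodium butyrate wells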
SMARCA2 act – increases SMARCA2 function in MMTV reporter cells; MG213 cells, MMTV-luciferase reporter, dexamethasone, overnight; activation, % at 9.1 µM; 1% of 370,000 active; AID 652017; in the data active = activation above about 7.8%;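 also: 0% = vehicle wells and 100% = reference activator wells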
DAX1 inh-2 – inhibitors of human orphan nuclear receptor DAX1 (NR0B1); HEK293 Gal4-DAX1 luciferase reporter, luminescence; inhibition, % at 6.75 µM; AID 504766; 0.99% of 340,000 active;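 active = inhibition above the mean over all tested compounds plus 3 SD, cut at about 4.2% in these data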;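 also: 0% = DAX1-transfected cells with DMSO and 100% = empty-vector control cells with DMSO; inhibition shows as a rise in luminescence from relieved DAX1 repression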
Target sequence (P51843 207-470 limits assumed): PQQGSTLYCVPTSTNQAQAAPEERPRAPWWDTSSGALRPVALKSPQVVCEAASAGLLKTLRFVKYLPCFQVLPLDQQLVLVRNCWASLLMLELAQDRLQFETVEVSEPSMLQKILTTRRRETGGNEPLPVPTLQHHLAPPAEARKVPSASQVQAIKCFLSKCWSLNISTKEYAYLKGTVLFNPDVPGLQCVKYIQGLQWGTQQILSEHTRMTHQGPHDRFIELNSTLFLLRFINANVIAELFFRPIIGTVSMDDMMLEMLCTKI
* marks the source's active call; other numbers are inactive results.

What do the screens show for `Cc1cccc(NC(=S)NCc2ccc3c(c2)cc(C)n3C)c1C`?
hcDAF12 agonist: -2.1; ADAM17 inh: 4.8; FXN GAA850 act: -4.4; ADAM10 inh: 7.5; DAX1 inh-1: 0.6; PG9 binder: -2.2; NPR1 activator: 1.8; ssDAF-12 act: -1.2; hgDAF-12 ag: -1.5; SMARCA2 act: -3.6; DAX1 inh-2: -0.1

Results for O=S(=O)(Nc1cc(S(=O)(=O)N2CCOCC2)ccc1NCC1CCCO1)c1ccccc1 (centres undefined) ?
hcDAF12 agonist: -0.3; ADAM17 inh: -0.5; FXN GAA850 act: -0.1; ADAM10 inh: -2.4; DAX1 inh-1: -0.9; PG9 binder: -0.6; NPR1 activator: -1.6; ssDAF-12 act: -0.8; hgDAF-12 ag: 1.2; SMARCA2 act: 1.7; DAX1 inh-2: -0.1

Results for Cc1cc(C(=O)NCc2ccc(S(N)(=O)=O)cc2)c(C)o1 ?
hcDAF12 agonist: -0.5; ADAM17 inh: -2.8; FXN GAA850 act: -3.0; ADAM10 inh: 0.2; DAX1 inh-1: -0.3; PG9 binder: -0.3; NPR1 activator: 0.9; ssDAF-12 act: -1.5; hgDAF-12 ag: 2.4; SMARCA2 act: -1.9; DAX1 inh-2: 0.9

How did COc1ccc(S(=O)(=O)N(Cc2cccs2)C2CCCC2)cc1 do in these assays?
hcDAF12 agonist: -1.3; ADAM17 inh: -2.5; FXN GAA850 act: 1.6; ADAM10 inh: 0.0; DAX1 inh-1: 0.5; PG9 binder: -2.4; NPR1 activator: 0.9; ssDAF-12 act: -1.0; hgDAF-12 ag: 2.2; SMARCA2 act: 0.6; DAX1 inh-2: -0.9

What do the screens show for `OC(CSc1ccccc1)CN1CCN(c2ccccc2)CC1` (centres undefined)?
hcDAF12 agonist: 0.7; ADAM17 inh: -1.8; FXN GAA850 act: -0.2; ADAM10 inh: -19.1; DAX1 inh-1: 0.0; PG9 binder: -0.9; NPR1 activator: -2.8; ssDAF-12 act: -0.8; hgDAF-12 ag: -0.3; SMARCA2 act: -2.8; DAX1 inh-2: 0.4

What do the screens show for `CCC(=O)OCC(=O)C1(OC(=O)CC)[C@H](C)C[C@H]2[C@H]3[C@H]([C@@H](O)C[C@@]21C)[C@@]1(C)C=CC(=O)C=C1C[C@H]3Cl` (some centres undefined)?
hcDAF12 agonist: -2.0; ADAM17 inh: -5.9; FXN GAA850 act: 1.0; ADAM10 inh: -5.0; DAX1 inh-1: 0.7; PG9 binder: -1.3; NPR1 activator: -2.3; ssDAF-12 act: -1.5; hgDAF-12 ag: -7.1; SMARCA2 act: -2.6; DAX1 inh-2: 0.9

What do the screens show for `COc1ccccc1C(=O)N/C(=C\c1cn(S(=O)(=O)N(C)C)c2ccccc12)C(=O)NCCCN1CCOCC1`?
hcDAF12 agonist: 2.7; ADAM17 inh: -0.1; FXN GAA850 act: -2.4; ADAM10 inh: -0.8; DAX1 inh-1: -0.3; PG9 binder: -1.1; NPR1 activator: -2.4; ssDAF-12 act: -0.6; hgDAF-12 ag: 1.0; SMARCA2 act: 0.5; DAX1 inh-2: 0.6

What do the screens show for `Cc1cnc(C(=O)OCC(=O)Nc2cc(S(=O)(=O)N3CCOCC3)ccc2Cl)cn1`?
hcDAF12 agonist: -0.5; ADAM17 inh: -8.1; FXN GAA850 act: 1.4; ADAM10 inh: -18.7; DAX1 inh-1: -0.8; PG9 binder: -1.2; NPR1 activator: -1.4; ssDAF-12 act: -1.0; hgDAF-12 ag: 1.0; SMARCA2 act: -1.6; DAX1 inh-2: 1.9

How did CCOC(=O)C1CCN(C(=O)c2cccc(C(=O)N3CCC(C(=O)OCC)CC3)c2)CC1 do in these assays?
hcDAF12 agonist: 0.2; ADAM17 inh: 3.5; FXN GAA850 act: 1.5; ADAM10 inh: 15.7; DAX1 inh-1: 0.1; PG9 binder: -0.9; NPR1 activator: 2.0; ssDAF-12 act: -1.1; hgDAF-12 ag: 1.2; SMARCA2 act: -2.5; DAX1 inh-2: 0.7

What do the screens show for `Cn1nc(C(=O)OCC(=O)Nc2cc(Cl)ccc2C#N)c2ccccc2c1=O`?
hcDAF12 agonist: 2.6; ADAM17 inh: -4.7; FXN GAA850 act: 0.2; ADAM10 inh: -2.2; DAX1 inh-1: 0.8; PG9 binder: -0.9; NPR1 activator: -4.1; ssDAF-12 act: 0.0; hgDAF-12 ag: 1.9; SMARCA2 act: -2.8; DAX1 inh-2: 0.2

How did CC1=C(C(=O)OC(C)C)C(c2ccc(C)o2)C(C(=O)OC(C)C)=C(C)N1 do in these assays?
hcDAF12 agonist: -1.6; ADAM17 inh: 1.1; FXN GAA850 act: -0.4; ADAM10 inh: -5.4; DAX1 inh-1: -0.7; PG9 binder: -1.0; NPR1 activator: -16.3; ssDAF-12 act: -2.2; hgDAF-12 ag: -1.5; SMARCA2 act: -1.1; DAX1 inh-2: -1.1

How did Cc1ccc(CNC(=O)c2c(-c3ccccc3)noc2C)cc1 do in these assays?
hcDAF12 agonist: -1.7; ADAM17 inh: -4.7; FXN GAA850 act: 1.5; ADAM10 inh: -1.7; DAX1 inh-1: -0.4; PG9 binder: 0.6; NPR1 activator: 1.6; ssDAF-12 act: -0.7; hgDAF-12 ag: -1.1; SMARCA2 act: -4.1; DAX1 inh-2: 0.4

How did Cc1ccc(C2C3C(=O)N(c4ccccc4)C(=O)C3N3CCCN23)cc1 (centres undefined) do in these assays?
hcDAF12 agonist: 0.2; ADAM17 inh: -6.0; FXN GAA850 act: 0.1; ADAM10 inh: -2.4; DAX1 inh-1: -0.1; PG9 binder: -0.9; NPR1 activator: -1.2; ssDAF-12 act: -1.4; hgDAF-12 ag: 3.2; SMARCA2 act: -2.5; DAX1 inh-2: 2.4

Results for Cc1cccc2c(=O)c(Br)c(C)n(Cc3ccccc3)c12 ?
hcDAF12 agonist: 1.2; ADAM17 inh: -1.6; FXN GAA850 act: 2.4; ADAM10 inh: -4.2; DAX1 inh-1: -0.4; PG9 binder: -2.6; NPR1 activator: 1.9; ssDAF-12 act: -0.6; hgDAF-12 ag: 5.4; SMARCA2 act: -0.9; DAX1 inh-2: -0.4

How did CCC1=NN(C(=O)Cc2ccc([N+](=O)[O-])cc2)C(O)(c2ccncc2)C1 (centres undefined) do in these assays?
hcDAF12 agonist: -1.1; ADAM17 inh: 1.1; FXN GAA850 act: 0.9; ADAM10 inh: -1.7; DAX1 inh-1: 0.2; PG9 binder: 0.3; NPR1 activator: 2.1; ssDAF-12 act: -0.7; hgDAF-12 ag: -2.6; SMARCA2 act: -2.2; DAX1 inh-2: 0.9

Results for CCC(=O)NC(c1cccs1)c1ccc2cccnc2c1O (centres undefined) ?
hcDAF12 agonist: -2.6; ADAM17 inh: -2.6; FXN GAA850 act: -9.2; ADAM10 inh: -2.1; DAX1 inh-1: -4.0; PG9 binder: -0.2; NPR1 activator: -2.8; ssDAF-12 act: -1.0; hgDAF-12 ag: -9.2; SMARCA2 act: -3.6; DAX1 inh-2: -3.1

What do the screens show for `Cc1cc(C)cc(N(CC(=O)N2CCCCCC2)S(C)(=O)=O)c1`?
hcDAF12 agonist: -1.5; ADAM17 inh: -4.2; FXN GAA850 act: 1.2; ADAM10 inh: 7.9; DAX1 inh-1: -0.4; PG9 binder: -1.2; NPR1 activator: 4.5; ssDAF-12 act: -1.1; hgDAF-12 ag: -1.1; SMARCA2 act: -2.4; DAX1 inh-2: 0.2

How did O=C(CCN1C(=O)/C(=C/c2ccc(Cl)cc2)SC1=S)NCCCn1ccnc1 do in these assays?
hcDAF12 agonist: 1.5; ADAM17 inh: -1.7; FXN GAA850 act: -0.4; ADAM10 inh: -0.7; DAX1 inh-1: 0.0; PG9 binder: -3.0; NPR1 activator: 0.2; ssDAF-12 act: -1.3; hgDAF-12 ag: 1.1; SMARCA2 act: -0.8; DAX1 inh-2: 0.2

What do the screens show for `Cc1ccc(CCSCC(=O)O)cn1`?
hcDAF12 agonist: -1.4; ADAM17 inh: -5.1; FXN GAA850 act: 0.0; ADAM10 inh: -10.6; DAX1 inh-1: -0.6; PG9 binder: 1.7; NPR1 activator: 3.5; ssDAF-12 act: -1.8; hgDAF-12 ag: 2.9; SMARCA2 act: -3.3; DAX1 inh-2: -1.0

How did O=S(=O)(c1ccccc1)N1N=C(c2ccc(O)cc2)CC1c1ccco1 (centres undefined) do in these assays?
hcDAF12 agonist: -0.8; ADAM17 inh: -1.1; FXN GAA850 act: -0.3; ADAM10 inh: 8.9; DAX1 inh-1: -4.3; PG9 binder: -1.6; NPR1 activator: -11.1; ssDAF-12 act: -1.1; hgDAF-12 ag: -1.8; SMARCA2 act: -0.6; DAX1 inh-2: -1.1

How did Cc1ccc(Cc2ccccc2C(=O)O)cc1 do in these assays?
hcDAF12 agonist: -1.6; ADAM17 inh: -0.6; FXN GAA850 act: -0.7; ADAM10 inh: -5.1; DAX1 inh-1: -0.1; PG9 binder: -0.8; NPR1 activator: 2.3; ssDAF-12 act: -0.5; hgDAF-12 ag: 1.3; SMARCA2 act: -0.5; DAX1 inh-2: 1.1

How did Cc1cccc(NS(=O)(=O)c2ccc(C(=O)NCC(c3ccco3)N(C)C)cc2)c1C (centres undefined) do in these assays?
hcDAF12 agonist: -1.8; ADAM17 inh: -1.6; FXN GAA850 act: 1.2; ADAM10 inh: -2.6; DAX1 inh-1: -2.0; PG9 binder: -0.3; NPR1 activator: -0.8; ssDAF-12 act: -1.4; hgDAF-12 ag: -2.1; SMARCA2 act: 0.9; DAX1 inh-2: -0.8

How did N#Cc1ccc(N2CCc3ccccc3C2)c([N+](=O)[O-])c1 do in these assays?
hcDAF12 agonist: -1.4; ADAM17 inh: -1.8; FXN GAA850 act: 2.4; ADAM10 inh: -7.5; DAX1 inh-1: 0.3; PG9 binder: -2.9; NPR1 activator: 2.8; ssDAF-12 act: -1.1; hgDAF-12 ag: -1.3; SMARCA2 act: 4.4; DAX1 inh-2: -1.1

Results for S=c1[nH]ncn1/N=C/c1ccccc1 ?
hcDAF12 agonist: 1.8; ADAM17 inh: 5.9; FXN GAA850 act: 2.0; ADAM10 inh: 1.3; DAX1 inh-1: 0.6; PG9 binder: -3.1; NPR1 activator: -1.0; ssDAF-12 act: -0.7; hgDAF-12 ag: -1.4; SMARCA2 act: -1.3; DAX1 inh-2: -1.1

What do the screens show for `CC1=CC(C)(C)Nc2ccc(OC(=O)c3ccco3)cc21`?
hcDAF12 agonist: -4.8; ADAM17 inh: -2.2; FXN GAA850 act: 4.7; ADAM10 inh: -10.5; DAX1 inh-1: -2.8; PG9 binder: -1.1; NPR1 activator: -3.4; ssDAF-12 act: -2.8; hgDAF-12 ag: -11.2; SMARCA2 act: -8.9; DAX1 inh-2: -1.8

How did O=C(O)c1ccc(-c2nnn(Cc3cccc(C(F)(F)F)c3)n2)cc1 do in these assays?
hcDAF12 agonist: 0.3; ADAM17 inh: -2.5; FXN GAA850 act: 2.0; ADAM10 inh: 7.1; DAX1 inh-1: -0.4; PG9 binder: 0.4; NPR1 activator: 3.2; ssDAF-12 act: -0.3; hgDAF-12 ag: 1.8; SMARCA2 act: 2.0; DAX1 inh-2: 3.2
